Bioassay records deposited in PubChem by several laboratories.
TNAP inh hi DEA – TNAP (human) inhibition, high acceptor; inhibition, % at 20 µM; AID 1135; purified TNAP, CDP-star luminescence, 1 M DEA; hit rate 0.03% among 200,000;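 active = over 50% inhibition of tissue-nonspecific alkaline phosphatase at 20 µM in the single-dose screen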;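 note: plate controls were DMSO wells for no effect and EDTA-quenched wells as full inhibition for full effect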
bIAP activator – increases bovine intestinal alkaline phosphatase activity; purified bovine IAP, CDP-star luminescence, 30 min; stronger effect = higher value; fold of DMSO-control signal, blank-subtracted; hit rate 0.17% among 200,000; activation factor at 20 µM;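 active = activation factor of 2 or more at 20 µM, a signal rise over negative controls twice the positive control's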
PMI act hi M6P – PMI (human) activation, high substrate; activation factor at 20 µM; P34949; AID 1216; coupled PMI enzyme assay, resazurin fluorescence, 20 min; stronger effect = higher value; 1 = untreated enzyme, 0 = substrate-free blank; hit rate 0.34% among 190,000;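 active = activation factor of 2 or more at 20 µM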
Target sequence (P34949 whole entry, looked up): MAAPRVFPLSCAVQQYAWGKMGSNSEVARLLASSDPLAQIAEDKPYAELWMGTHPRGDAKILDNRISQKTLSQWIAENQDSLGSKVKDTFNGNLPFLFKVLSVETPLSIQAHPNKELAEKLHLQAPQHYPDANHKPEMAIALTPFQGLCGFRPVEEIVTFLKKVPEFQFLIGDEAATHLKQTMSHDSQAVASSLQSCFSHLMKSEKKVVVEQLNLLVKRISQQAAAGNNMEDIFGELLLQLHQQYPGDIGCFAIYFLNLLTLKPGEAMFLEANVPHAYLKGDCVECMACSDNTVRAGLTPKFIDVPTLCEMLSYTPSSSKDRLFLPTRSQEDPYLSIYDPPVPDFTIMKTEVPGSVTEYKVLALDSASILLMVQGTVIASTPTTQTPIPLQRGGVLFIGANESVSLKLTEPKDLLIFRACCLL
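Material: human phosphomannose isomerase with PGI, G6PDH, diaphorase coupling enzymes; amount: PMI at 15 ng/mL final; also added: Mannose-6-phosphate 1.0 mM (near-saturating) plus 0.22 mM NADP+; incubation: enzyme reaction with compound 20 min at room temperature; signal: resorufin fluorescence (Ex 544/Em 590 nm) from resazurin via diaphorase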
PMI activator – phosphomannose isomerase (human) activation | purified human PMI, coupled resazurin fluorescence, 20 min; stronger effect = higher value; 1 = vehicle control, 0 substrate-free wells | activation factor at 20 µM | hit rate 0.005% among 190,000 | AID 1214;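 active = activation factor of 2 or more at 20 µM, relative to plate controls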
NF-kB neuron act – NF-kB expression increase, human neuronal cells | NF-kB reporter expression; stronger effect = higher value | fold change at 12.5 µM | hit rate 1.6% among 190,000; in the data active = fold change above about 3.3
FLuc inhib CS – counter-screen for luciferase assay inhibitors: firefly luciferase inhibition | P08659 | ATPLite firefly luciferase biochemical luminescence, 10 min | inhibition, % at 10 µM | hit rate 1.5% among 200,000 | AID 1006;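 active = inhibition above about 50% when tested at 10 µM, limit read from the data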
Target sequence (P08659 whole entry, looked up): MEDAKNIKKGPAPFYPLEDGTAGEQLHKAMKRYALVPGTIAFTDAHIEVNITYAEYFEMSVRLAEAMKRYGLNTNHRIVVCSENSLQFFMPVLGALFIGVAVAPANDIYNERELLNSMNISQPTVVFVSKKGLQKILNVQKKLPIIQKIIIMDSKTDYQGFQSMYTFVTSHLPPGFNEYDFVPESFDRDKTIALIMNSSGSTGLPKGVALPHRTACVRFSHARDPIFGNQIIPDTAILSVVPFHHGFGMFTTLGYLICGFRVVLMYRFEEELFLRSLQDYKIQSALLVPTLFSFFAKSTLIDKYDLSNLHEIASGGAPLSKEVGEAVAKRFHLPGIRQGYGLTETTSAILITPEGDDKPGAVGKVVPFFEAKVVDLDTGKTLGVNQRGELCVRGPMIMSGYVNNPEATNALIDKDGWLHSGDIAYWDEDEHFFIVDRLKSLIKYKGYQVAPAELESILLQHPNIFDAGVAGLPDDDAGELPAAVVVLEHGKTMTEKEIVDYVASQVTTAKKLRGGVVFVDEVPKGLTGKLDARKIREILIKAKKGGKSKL
APP 5'UTR act – activates APP 5'UTR luciferase reporter; SH-SY5Y APP 5'UTR luciferase reporter, luminescence; zero percent = DMSO vehicle wells; activation, % at 2 µM; hit rate 1% among 190,000;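 active = activation above a set limit, based on mean plus 3 SD of controls, cut at about 140% in these data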; note: values of inactives mirror those of a sister screen read the other way
FLuc act counter – affects firefly luciferase, flagging false hits in luciferase stimulation screens; activation factor at 10 µM; 200,000 tested, under 10 active; AID 1027; P08659; ATPlite luciferase biochemical, luminescence, 10 min; 0 = ATP-free wells, 1 = DMSO control;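 active = luciferase activation factor, scaled between plate controls, of at least 2 with compound at 10 µM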
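Assay system – cell-free luciferase reagent · Medium – PBS-based ATP solution · Dosing – test compounds dosed from 2 mM stocks in 100% DMSO · Timing – 10 min, room temperature · Technique – light output (luminescence) · Measure – luminescence gain marking luciferase activators · Controls – No-ATP low control, compound-free enzyme-plus-ATP high control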
TNAP inh no acc – TNAP (human) inhibition, acceptor-free conditions; P05186; purified TNAP, CDP-star luminescence, 30 min; inhibition, % at 20 µM; hit rate 0.26% among 200,000; AID 1012;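 active = tissue-nonspecific alkaline phosphatase inhibition above about 50% at 20 µM in the single-dose screen, limit read from the data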;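 note: 0% = DMSO negative control and 100% = EDTA positive control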
TNAP act hiacc – increases human TNAP activity under high phosphate acceptor concentration; P05186; purified TNAP, CDP-star luminescence, 1 M DEA, 30 min; stronger effect = higher value; 0 = EDTA background, 1 = DMSO-only activity; activation factor at 20 µM; 200,000 tested, under 10 active;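 active = activation factor at least 2 at 20 µM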
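system = human TNAP | amount = enzyme diluted 1/800 final | reagent = 100 µM CDP-star substrate | signal = luminescent substrate turnover signal | dosing = one dose, 20 µM | benchmarks = EDTA negative control, DMSO positive control | measure = activation factor | timing = 30 min reaction, room temperature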
Numbers without * were called inactive; · = no result given. The order is random; any-hit rate near 3.6%.

SMILES	TNAP inh hi DEA	bIAP activator	PMI act hi M6P	PMI activator	NF-kB neuron act	FLuc inhib CS	APP 5'UTR act	FLuc act counter	TNAP inh no acc	TNAP act hiacc
O=c1c2c3c(sc2ncn1/N=C/c1ccccc1)CCCC3	3	0.8	0.9	0.9	1.8	11	4	0.9	-1	1
C(=N\Nc1nc(N2CCOCC2)nc(N2CCOCC2)n1)/c1cccnc1	-2	1	0.9	0.9	0.97	-9	7	1.1	0	1
Cc1cccc(C(=O)NC(=S)N2CCN(c3ccc([N+](=O)[O-])cc3)CC2)c1	15	1	1	1	1.1	-3	1	1	5	0.9
CC(NC(=O)COC(=O)C1=COCCO1)C12CC3CC(CC(C3)C1)C2 (configuration not stated)	-3	1	1	1.1	1.1	-9	4	1.1	1	1
COC(=O)c1ccc(C(=O)OC)c(NC(=O)COC(=O)CC2CC3CCC2C3)c1 (configuration not stated)	-1	1	0.9	0.9	0.98	-8	11	1.1	4	1
COc1ccc2c(c1)c(=O)c(C(=O)O)c(-c1ccc3c(c1)OCO3)n2C	-4	1	1	1	1.3	-4	-10	1	-9	1
O=C(Nc1cccc(Br)c1)c1ccn[nH]1	-4	1.8	1	1	1.3	4	15	1	-64	1
O=C(Nc1nccs1)c1ccc(-c2ccccc2Cl)o1	2	0.8	0.9	0.8	2.7	46	156*	0.5	0	1
O=C(Nc1ccc(NC(=S)NC(=O)c2cccs2)cc1)c1ccccc1	0	0.9	1	0.9	1.1	-6	-15	1.1	-11	1
O=C(c1ccco1)N1CCN(c2cc(C(F)(F)F)nc3ncnn23)CC1	-6	1	1	1.1	1.3	-9	12	1.1	1	1.1
CC(C)NC(=O)COC(=O)c1cc(F)c(F)cc1Cl	1	0.9	0.9	0.9	1.2	-1	-13	1	-2	1
CCOCCc1nnc(NC(=O)CN2C(=O)c3ccccc3C2=O)s1	-2	1	1	1	1.1	3	-5	1	-8	1
C/C(=N\NC(=O)c1cc(C(C)(C)C)[nH]n1)C12CC3CC(CC(C3)C1)C2	-4	0.9	1	0.9	1.3	2	17	1	-18	1
CCC(Oc1ccccc1)C(=O)O/N=C(\N)c1ccc(OC)c(OC)c1 (configuration not stated)	-1	1.1	0.8	0.8	1.1	-9	4	1.1	14	1
Cc1ccc(C(=O)NNC(=S)NC(=O)c2ccc(Cl)cc2Cl)cc1	-2	0.9	1.2	1.1	1	-5	-41	1	-5	1
O=C(c1ccco1)N1CCN(C(=O)C2Cc3ccccc3CN2S(=O)(=O)c2ccc(F)cc2)CC1 (configuration not stated)	-11	1	1	1	0.46	-5	-11	1.1	-15	1.1
O=C(CCSc1ccccc1)Nc1nc2c(s1)CCCC2	3	0.8	0.9	0.8	1.9	2	-1	1	-1	1
CC1(C)CC(=O)C2=C(C1)OC(N)=C(C#N)C2c1ccsc1 (configuration not stated)	-3	0.9	1	1	0.95	-7	2	1.1	-4	1
COc1ccc(/C(O)=C2/C(=O)C(=O)N(c3ncccn3)C2c2ccc(C(C)(C)C)cc2)cc1 (configuration not stated)	13	1	0.7	0.8	1.3	6	9	0.9	-3	0.9
CCc1ccc(S(=O)(=O)Nc2c(C)nn(C)c2C)cc1	-4	0.9	1	1	0.77	-3	-8	1	10	1
CCC(C)c1cc(S(=O)(=O)N2CCOCC2)ccc1OC (configuration not stated)	-1	0.9	0.9	0.9	1	-10	13	1.1	-4	1
O=C(O)c1cccc(N/N=C/c2cccnc2)c1	-7	1	2.5*	2*	2.4	2	87	1	-12	1.1
CC(c1ccccc1)N1C(=O)C2C3C=CC(C4CC34)C2C1=O (configuration not stated)	-1	0.9	·	·	0.99	-6	4	1.1	-4	1
Cn1ncc(N2CCN(S(=O)(=O)c3ccc(Br)cc3)CC2)c(Cl)c1=O	-7	1.1	1	1	0.9	4	5	1	-4	1.1
CCc1c(C(=O)Nc2ccncc2)csc1C	-3	1	0.9	0.8	0.66	-5	7	1.1	-6	1
C=CCn1c(SCc2ccc(C(=O)Nc3nccs3)cc2)nnc1-c1ccc(C)c(Cl)c1	-4	0.8	1	0.9	0.72	4	-3	1	-13	1
CCCCCCCCCC(=O)OCC(O)CO (configuration not stated)	-2	1.2	1	1	1.2	-2	-7	1	-9	1
COc1ccc(OCCNS(=O)(=O)Cc2ccccc2)cc1	-3	0.9	1	0.9	0.89	-6	8	1.1	-9	1
CCCCc1ccc(NC(=S)NCCc2ccc(F)cc2)cc1	-4	1	1.1	1	2	-4	-1	1	-42	1
Cc1nc(-c2cccc3ccccc23)ccc1C(=O)O	2	0.9	1.1	1.2	1.6	1	-1	1	-7	1

5 records picked at random from those above, as already listed:
SMILES	TNAP inh hi DEA	bIAP activator	PMI act hi M6P	PMI activator	NF-kB neuron act	FLuc inhib CS	APP 5'UTR act	FLuc act counter	TNAP inh no acc	TNAP act hiacc
Cn1ncc(N2CCN(S(=O)(=O)c3ccc(Br)cc3)CC2)c(Cl)c1=O	-7	1.1	1	1	0.9	4	5	1	-4	1.1
CCCCCCCCCC(=O)OCC(O)CO (configuration not stated)	-2	1.2	1	1	1.2	-2	-7	1	-9	1
CC(c1ccccc1)N1C(=O)C2C3C=CC(C4CC34)C2C1=O (configuration not stated)	-1	0.9	·	·	0.99	-6	4	1.1	-4	1
Cc1nc(-c2cccc3ccccc23)ccc1C(=O)O	2	0.9	1.1	1.2	1.6	1	-1	1	-7	1
COc1ccc(OCCNS(=O)(=O)Cc2ccccc2)cc1	-3	0.9	1	0.9	0.89	-6	8	1.1	-9	1

Additional entries
SMILES	TNAP inh hi DEA	bIAP activator	PMI act hi M6P	PMI activator	NF-kB neuron act	FLuc inhib CS	APP 5'UTR act	FLuc act counter	TNAP inh no acc	TNAP act hiacc
CC1CN(c2nnnn2-c2ccccc2)CC(C)O1 (configuration not stated)	-6	0.9	1.1	1	1	-3	8	1	-12	1.1
O=C1CC(c2cccs2)Sc2nc3ccccc3n21 (configuration not stated)	2	0.9	0.9	0.8	3	21	117	0.8	-3	1
CCN(C(=O)COC(=O)c1ccc(Cl)cc1N)C1CCCCC1	-6	1	1	1	1.1	-8	-15	1.1	-8	1.1
COc1cccc(N2CCN(c3ncccn3)CC2)c1	-6	1	0.7	0.8	1.4	7	43	0.9	-8	1.1
Cc1cc(-c2ccccc2)nc2cc(C(=O)N(Cc3ccccc3)Cc3ccccc3)nn12	-5	0.9	0.9	0.9	0.48	-10	13	1.1	-9	1
Nc1nnc(SCC(=O)N2CCN(Cc3ccccc3)CC2)s1	-2	1	1	1	1.1	-10	-6	1.1	-16	1
Cc1cccc(NC(=O)CN(C)S(=O)(=O)c2cccc3cccnc23)c1	-7	0.9	1	1.1	0.91	-9	-12	1.1	0	1.1
COc1ccc(-c2noc(-c3cc(C)cc(C)c3)n2)cc1OC	-8	0.9	1.1	1.1	1.1	-6	·	1.1	-9	1.1
O=c1cc2c(nn1Cc1ccccc1)-c1ccccc1CC2	-5	1.1	0.9	0.9	1.2	-3	2	1	-9	1
CC(C)/C=N/NC(=O)c1cccc(N2CCCC2=O)c1	-3	0.8	1	1	1.4	-4	3	1	-8	1
COc1ccc(OC)c(N(CC(=O)NCc2ccccn2)S(C)(=O)=O)c1	-6	1	0.9	1	0.97	-11	-7	1.1	-3	1.1
Cc1ccc2oc(=O)c3cnn(CC(=O)N(CCN(C)C)Cc4ccco4)c3c2c1	-5	1.1	1.1	1.1	0.91	-1	-5	1	-12	1
c1ccc(-c2noc(-c3cccc4ccccc34)n2)cc1	-1	0.8	0.9	0.9	6.1*	19	100	0.8	-10	1
Cc1nnsc1S(=O)(=O)Cc1ccccc1Cl	-6	0.9	1.1	1	1	-6	0	1.1	-14	1.1
Cc1cc(C)c(NC(=O)Nc2ccccc2C)c(Cl)c1	1	1.3	1	1.1	1.1	2	23	1	-12	1
Cn1c(=O)[nH]c(=O)c2c1nc(N1CCCCCC1)n2CCOc1ccccc1	-4	0.9	·	·	0.88	-7	32	1.1	-9	1
O=C(COC(=O)c1ncc(Cl)c(Cl)c1Cl)Nc1ccccc1OC(F)F	-4	1.3	1	1	1.2	-7	9	1.1	-10	1
O=C(COC(=O)CC1CC2CCC1C2)NC(=O)NCc1ccco1 (configuration not stated)	-2	1	1.1	1.1	1.1	4	-14	1	-2	1
Cc1ccc(NC(=O)c2ccc3snnc3c2)cc1	2	1	·	·	3.1	25	78	0.7	-6	1
Cc1noc(C)c1S(=O)(=O)Nc1c(C)n(C)n(-c2ccccc2)c1=O	-4	1	0.9	0.9	1.2	-3	-17	1	-8	1
COc1ncnc2c1oc1nc(C(C)C)c3c(c12)CC(C)(C)OC3	-6	0.9	1	0.9	1	-6	2	1.1	-11	1.1
Fc1ccccc1N1CCN(Cc2nc(-c3ccccc3)no2)CC1	-2	1	0.9	0.8	0.97	-6	10	1.1	-10	1
COc1ccc(C(CNC(=O)Cc2cc(OC)c(OC)c(OC)c2)N2CCCC2)cc1 (configuration not stated)	-1	1	0.8	0.9	·	-5	-6	1.1	-3	1
CC(C)C(NC(=O)c1ccccc1)C(=O)NCCc1ccccc1 (configuration not stated)	-3	1.2	0.9	0.8	1	-6	-17	1.1	-5	1
COc1ccc(OC)c(NC(=O)CCNS(=O)(=O)c2ccc3c(c2)oc(=O)n3C)c1	1	0.8	0.9	1	1	-5	9	1.1	-5	1
Cc1ccc(NC(=O)N2CCc3ccccc3C2)cc1	-7	0.9	1.1	1.1	3.5*	18	75	0.8	9	1.1
COC(=O)NNC(=S)NCc1ccc(C)cc1	-3	1	0.9	0.9	1.6	-6	10	1.1	14	1
CN(CC(=O)NCc1ccncc1)S(=O)(=O)c1ccc(F)cc1	1	0.9	1	1	1.6	-6	2	1.1	-7	1
CCOc1ccc(Cl)cc1S(=O)(=O)N1CCCC1	-6	1	1	1	1	-4	3	1	-12	1.1
COc1ccc(-c2cc(-c3ccccc3)c(C#N)c(SCC(=O)Nc3ncc(C)s3)n2)cc1	-1	1.1	1	0.9	0.92	-4	0	1	-4	1
CCCC(=O)Nc1cccc(-c2cn3cccnc3n2)c1	-2	0.9	1	1	1.7	10	7	0.9	-16	1
COc1cccc(/C=C(/C(=O)OCC(=O)NC2CCCCCCC2)c2ccccc2)c1	-1	1	0.9	0.9	1	-8	-3	1.1	-10	1
CC(C)CN(CC(C)C)CC(O)COc1ccc([N+](=O)[O-])cc1 (configuration not stated)	0	1.2	1	1	0.87	3	-5	1	-2	1
COc1ccc(OCCSc2nc(C)nc3ccccc23)cc1	-1	1	0.9	0.9	1.1	-1	-15	1	-10	1
CCOC(=O)c1sc(NC(=O)c2cc(S(=O)(=O)N3CCOCC3)ccc2C)nc1C	-7	1	1	0.9	0.97	-6	5	1.1	-16	1.1
CC(C)CC(=O)Nc1cccc(C(C)O)c1 (configuration not stated)	-2	1	0.9	0.9	1.1	-2	9	1	-3	1
